SUMO HTRF inh: inhibitors of in vitro SUMOylation cascade, primary screen, biochemical, HTRF, uHTS; inhibition, % at 35 µM; actives 0.36% (n = 290,000); HTRF SUMOylation assay, SAE1/SAE2 + UBC9; in the data active = inhibition above about 50%, passing the limit was not always enough; note: strong numbers were not always called active
MEKK2wt PB1 HTS: modulators of MEK5 binding to wildtype MEKK2, primary screen, biochemical, multiplex bead flow cytometry, Alexa488-MEK5; Alexa488-MEK5 binding to MEKK2 WT; actives lie on both sides; binding response (% of control), % at 10 µM; actives 1.1% (n = 290,000); in the data active = binding response below about 67% or above about 130%
PfM18AAP inh: PfM18AAP inhibitors, malaria aminopeptidase, primary screen, biochemical, QFRET, recombinant enzyme; M18 aspartyl aminopeptidase (Plasmodium falciparum 3D7); H-Glu-NHMec fluorogenic cleavage; inhibition, % at 7.35 µM; actives 1.2% (n = 290,000);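 active = inhibition above the campaign mean inhibition over all tested compounds plus 3 SD, cut at about 28% in these data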;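 note: 0% = plate median of test compound wells and 100% = 2 mM ZnCl2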
MEKK3 PB1 HTS: modulators of MEKK3-MEK5 PB1 binding, primary screen, biochemical, wildtype MEKK3, multiplex bead flow cytometry, Alexa488-MEK5; Mitogen-activated protein kinase kinase kinase 3 (Homo sapiens), Q99759; bead-based flow cytometry, Alexa488-MEK5 binding to MEKK3; actives lie on both sides; 0 = blocked by unlabeled MEK5, 100 = vehicle; binding response (% of control), % at 10 µM; actives 1.4% (n = 290,000); AID 1529, 2009;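 active = binding response more than 3 SD above or below the average of its plate-row segment, actives on both sides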;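 note: Alexa488 bead fluorescence after subtracting the streptavidin-only scavenger bead signal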
IDE act: human IDE activators in live cells, primary screen, fluorescence polarization, HEK cells, FAbeta-B substrate; Insulin-degrading enzyme (Homo sapiens), P14735; FAbeta-B cleavage; 0% vehicle, 100% cell-free pure enzyme wells; activation, % at 5.96 µM; actives 0.073% (n = 340,000); AID 493087, 2011;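 active = activation above the mean of all tested compounds plus 3 SD, set per screening campaign, cut at about 17% in these data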
Target sequence (P14735 whole entry, looked up): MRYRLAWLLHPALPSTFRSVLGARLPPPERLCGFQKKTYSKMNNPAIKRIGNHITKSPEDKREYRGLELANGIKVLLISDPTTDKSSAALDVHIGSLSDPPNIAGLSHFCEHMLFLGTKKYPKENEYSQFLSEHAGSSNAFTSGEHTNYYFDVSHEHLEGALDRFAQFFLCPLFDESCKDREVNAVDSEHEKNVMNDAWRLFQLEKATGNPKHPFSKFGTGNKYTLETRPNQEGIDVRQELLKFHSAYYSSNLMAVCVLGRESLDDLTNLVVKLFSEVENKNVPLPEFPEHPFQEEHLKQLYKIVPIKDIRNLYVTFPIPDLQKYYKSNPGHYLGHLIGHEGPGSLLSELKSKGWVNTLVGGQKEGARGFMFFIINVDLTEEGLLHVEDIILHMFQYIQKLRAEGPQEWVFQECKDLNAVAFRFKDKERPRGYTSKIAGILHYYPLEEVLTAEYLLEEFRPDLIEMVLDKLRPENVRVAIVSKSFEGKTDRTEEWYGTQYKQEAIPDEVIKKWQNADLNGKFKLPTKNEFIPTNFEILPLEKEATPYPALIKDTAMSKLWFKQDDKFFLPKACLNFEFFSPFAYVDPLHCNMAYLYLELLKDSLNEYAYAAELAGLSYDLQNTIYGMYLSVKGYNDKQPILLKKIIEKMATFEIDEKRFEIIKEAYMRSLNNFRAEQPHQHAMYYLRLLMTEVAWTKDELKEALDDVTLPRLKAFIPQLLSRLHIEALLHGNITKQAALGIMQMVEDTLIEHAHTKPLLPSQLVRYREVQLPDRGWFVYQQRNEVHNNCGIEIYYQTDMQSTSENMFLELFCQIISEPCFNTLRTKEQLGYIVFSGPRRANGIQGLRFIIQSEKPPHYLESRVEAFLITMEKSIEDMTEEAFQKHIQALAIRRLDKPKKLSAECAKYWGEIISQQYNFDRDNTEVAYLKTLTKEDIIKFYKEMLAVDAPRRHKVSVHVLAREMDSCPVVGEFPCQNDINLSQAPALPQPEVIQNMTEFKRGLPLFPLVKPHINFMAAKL
MEKK2mut PB1 HTS: MEK5 binding signal on mutant MEKK2 PB1, primary screen, biochemical, multiplex bead flow cytometry, Alexa488-MEK5 | percent response, % at 10 µM | Alexa488-MEK5 binding to MEKK2 mutant | actives 0.35% (n = 290,000) | AID 1530, 2009; in the data active = percent response above about 24%, passing the limit was not always enough; note: inactives centre near 1; some results filed as inactive read as strong as hits; reference of the scale not given here
pCIP destab: p/CIP-EGFP fusion destabilizers, primary screen, fluorescence, F442A cells; 16 h; decrease of EGFP signal, % at 10 µM; actives 0.01% (n = 290,000);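 active = EGFP signal decrease of at least 30% at 10 µM or well 3 SD below plate mean, unless failing retest; inactive = the rest, including hits failing retest or dose response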; note: some compounds called inactive have numbers as strong as hits; many of its hits are not listed in these tables
NALP1 yeast inh: NALP1 inflammasome inhibitors in reconstituted yeast, colorimetric, S. cerevisiae, triplicate retest | actives 0.61% (n = 280,000) | S. cerevisiae NALP1/ASC/caspase-1 growth, X-gal OD620, 72 h | inhibition, % at 10 µM; in the data active = inhibition mostly above about 24%, no sharp cut-off; inactive = mostly below about 32%; note: some compounds called inactive have numbers as strong as hits
IDE inh: human IDE inhibitors in live cells, primary screen, fluorescence polarization, HEK cells, FAbetaB substrate; Insulin-degrading enzyme (Homo sapiens), P14735; inhibition, % at 5.59 µM; FAbetaB cleavage; actives 0.41% (n = 320,000); AID 434962, 2010;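 active = percent inhibition above the average of all tested compounds plus 3 SD, set per screening campaign, cut at about 16% in these data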;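 note: IDE supplied by intact live HEK cells; FP after avidin binding of uncleaved biotin substrate so inhibition keeps polarization high; 0% = DMSO wells and 100% = 60 µM reference IDE inhibitor Ii1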
* = called active by the depositor; nt = not tested or not shown; [ ] = another dose, or the depositor's remark. A portion of the library (hit frequency here may not be typical).

SMILES	SUMO HTRF inh	MEKK2wt PB1 HTS	PfM18AAP inh	MEKK3 PB1 HTS	IDE act	MEKK2mut PB1 HTS	pCIP destab	NALP1 yeast inh	IDE inh
CCCN1CCC(NC(=S)Nc2ccc(S(N)(=O)=O)cc2)CC1	21	109	4	104	-6	12	-4	4	-1
Oc1ccc(Cl)cc1/C=C/c1ccc2cccc(O)c2n1	-4	119	13	128*	-1	0	-8	1	nt
COc1ccccc1NC(C)C(=O)Nc1ccc(C(C)=O)cc1 (stereo unspecified)	9	92	3	91	6	-2	-5	3	-1
COc1ccccc1OCC(O)CO (stereo unspecified)	7	85	0	111	0	3	-9	4	2
COc1ccc(OC)c(NC(=O)C2CCCN2C(=O)NC2CCCCC2)c1 (stereo unspecified)	6	94	-6	95	-1	2	-3	4	7
Cc1cc2nnc(SCC(=O)NCC(c3ccccc3)N(C)C)n2c2ccccc12 (stereo unspecified)	2	109	3	107	0	13	-3	3	4
N/C(Cc1ccc([N+](=O)[O-])cc1)=N\OC(=O)Cc1ccc(Cl)cc1	-13	101	-1	71*[inhibitor]	6	1	-6	17	2
CC(C)C(OC(=O)c1cccs1)C(=O)NCc1cccs1 (stereo unspecified)	16	109	9	116	3	2	-13	6	-5
Cc1cccc(NC(=O)CCCCCN2C(=O)[C@@H]3Cc4ccccc4CN3C2=O)c1	4	97	-1	97	-2	-1	-8	16	-1
COc1ccc(CCNC(=O)CSc2nnc(-c3ccc(F)cc3)c3ccccc23)cc1OC	4	107	-2	100	5	0	-5	25	-4
Cc1ccc(S(=O)(=O)N2CCN(c3ncccn3)CC2)c(C)c1	12	109	-11	106	4	2	-6	nt	1
COc1ccc(/C=N\NC(=O)CNC(=O)C2COc3ccccc3O2)cc1[N+](=O)[O-] (stereo unspecified)	-7	102	-3	102	6	1	-4	12	-1
COc1cc(NC(=O)CCCNC(=O)Cn2cnc3sc4c(c3c2=O)CCCC4)cc(OC)c1OC	8	97	-4	99	5	-4	-12	1	0
CC(NC(=O)c1ccc(N2CCCC2=O)cc1)c1ccccc1 (stereo unspecified)	18	108	1	104	-5	7	-8	-10	0
O=S(=O)(c1ccc(Cl)cc1)c1cc(O)ccc1O	4	99	-4	103	-2	4	9	4	10

The last 6 records of the part above open the next one:
SMILES	SUMO HTRF inh	MEKK2wt PB1 HTS	PfM18AAP inh	MEKK3 PB1 HTS	IDE act	MEKK2mut PB1 HTS	pCIP destab	NALP1 yeast inh	IDE inh
COc1ccc(CCNC(=O)CSc2nnc(-c3ccc(F)cc3)c3ccccc23)cc1OC	4	107	-2	100	5	0	-5	25	-4
Cc1ccc(S(=O)(=O)N2CCN(c3ncccn3)CC2)c(C)c1	12	109	-11	106	4	2	-6	nt	1
COc1ccc(/C=N\NC(=O)CNC(=O)C2COc3ccccc3O2)cc1[N+](=O)[O-] (stereo unspecified)	-7	102	-3	102	6	1	-4	12	-1
COc1cc(NC(=O)CCCNC(=O)Cn2cnc3sc4c(c3c2=O)CCCC4)cc(OC)c1OC	8	97	-4	99	5	-4	-12	1	0
CC(NC(=O)c1ccc(N2CCCC2=O)cc1)c1ccccc1 (stereo unspecified)	18	108	1	104	-5	7	-8	-10	0
O=S(=O)(c1ccc(Cl)cc1)c1cc(O)ccc1O	4	99	-4	103	-2	4	9	4	10
O=C(Nc1ccc2c(c1)OCO2)c1n[nH]c(=O)c2ccccc12	7	92	10	95	7	-17	0	nt	-3
C/C(=N/OCC(=O)NCCCCCCNC(=O)CO/N=C(/C)c1cccs1)c1cccs1	4	102	0	103	3	0	-20	23	0
CN(C)S(=O)(=O)Oc1ccsc1C(=O)Nc1ccc(Cl)cc1	4	97	0	103	-5	-1	5	-8	3
COCCCN1CN(S(=O)(=O)c2ccc(Cl)cc2)c2nc3ccccc3nc21	27	99	-1	97	3	10	0	21	4
O=C(NC12CC3CC(CC(C3)C1)C2)c1cccnc1	16	83	4	80	5	-13	6	-14	2
CNC(=O)COC(=O)/C=C/c1cn(-c2ccccc2)nc1-c1ccc2c(c1)OCCO2	18	105	-16	107	8	-3	-6	4	0
N#Cc1ccc(CSc2nnc(-c3cccs3)n2-c2ccccc2)cc1	1	103	4	106	-4	2	1	7	-6
CN1C(C(=O)NCc2cccc(Br)c2)CC2Cn3c(nc4cc(Cl)c(Cl)cc43)C21 (stereo unspecified)	10	96	nt	110	2	8	-9	nt	3
O=C(O)c1ccc(N/N=C2/CCSc3ccc(F)cc32)cc1	2	106	29*	104	-2	13	0	9	1
COc1ccc(-c2nnn(CCc3nn[nH]n3)n2)cc1OC	-4	93	-11	99	6	-4	-1	nt	4
CC(C)c1nc(NCCO)c(C#N)c2c1CCCC2	24	92	-6	94	4	-5	-12	1	-1
N#CC1=C(N)Oc2c(oc(CO)cc2=O)C1c1ccccc1[N+](=O)[O-] (stereo unspecified)	18	94	17	99	nt	3	-9	1	9
CC(/C=N/NC(=O)Cn1nnc(N)n1)=C\c1ccc(C(C)C)cc1	-1	90	2	90	nt	-14	0	nt	7
Cc1cc(C)cc(NC(=O)c2ccc(CSc3nnnn3C)cc2)c1	-4	103	1	104	3	2	7	0	8
COc1cccc(/C=C2/C(=O)NN(c3ccc(F)cc3)C2=O)c1	-9	103	6	105	3	3	10	12	nt
COc1ccccc1C(=O)N/N=C(\C)CC(=O)Nc1ccc(Nc2ccccc2)cc1	-15	93	3	100	3	-2	8	3	2
O=C(/C=C/c1ccco1)NC(=S)Nc1ccc(C(=O)O)cc1	45	99	29*	99	-1	-5	-10	8	2
Cc1ccccc1-n1c(=O)cc(N2CC(C)OC(C)C2)[nH]c1=O (stereo unspecified)	31	89	8	94	6	-4	-4	12	4
COc1ccc(C(=O)NNC2CC(=O)N(Cc3ccccc3)C2=O)cc1OC (stereo unspecified)	-5	98	3	100	4	1	8	nt	-1
COc1cc(C(=O)NCCNC(=O)c2ccc(C)nc2)cc(OC)c1OC	5	99	0	101	4	4	-19	7	-1
Cc1[nH]n(-c2ccccc2)c(=O)c1/C=N/NC(=O)c1cccc(F)c1	-3	102	5	103	2	3	-15	12	-2
O=C(NC1CCSC1=O)c1ccc(Cl)cc1 (stereo unspecified)	3	103	-1	102	-1	10	4	6	-3
COc1ccc(CCN2C(=O)CS/C2=N/NC(=O)c2ccccc2F)cc1OC	1	96	-4	93	5	-1	-7	18	4
Cn1cc(S(=O)(=O)N2CCOCC2)cc1C(=O)Nc1cccc(Cl)c1	-6	108	3	102	0	4	1	-2	5
c1ccc(C(c2ccccn2)c2ccccn2)cc1	18	101	1	94	-7	-2	4	30	17*
COc1cccc(/C=N/NC(=O)c2c(-c3ccccc3)noc2C)c1	-1	104	1	108	-7	4	0	6	5
O=C(CCCOc1ccc(Cl)cc1Cl)N/N=C/c1ccccc1O	-24	96	16	92	7	-4	-1	20	1
O=C(c1cnn2ccccc12)N1CCN(C2CCCCC2)CC1	3	101	1	95	5	-1	-6	-6	1
CC(=O)N1CCc2cc(S(=O)(=O)CCC(=O)N3CCN(C(=O)c4ccco4)CC3)ccc21	5	107	2	103	0	5	6	-74	-8
CC(C)(C)NC(=O)NC(=O)Cn1ccsc1=N	3	106	0	108	-5	1	-8	nt	-1
COc1ccc(CN2CCNC(=O)C2CC(=O)NCc2csc(C(C)C)n2)c(OC)c1 (stereo unspecified)	2	88	-10	97	nt	-13	-6	5	-3
CC(=O)Nc1ccc(S(=O)(=O)Nc2cccc(-n3cnnn3)c2)cc1	1	107	-7	101	7	3	-6	10	-4
COc1cccc(CNC(=O)[C@H](C)NC(=O)C2CCN(S(=O)(=O)c3ccccc3)CC2)c1	0	101	-2	102	1	3	3	-4	0
Cc1ccc(S(=O)(=O)N2CC(=O)Nc3ccccc32)c(C)c1NS(C)(=O)=O	18	104	4	100	-2	3	-12	12	3
CCN1C(=O)CC(Sc2ccccc2C(=O)O)C1=O (stereo unspecified)	8	98	3	98	7	3	-3	2	1
CN=c1scc(-c2ccccc2F)n1/N=C(\C)c1cccnc1	-1	104	3	98	3	0	-2	4	0
CCn1c(Cn2nnc(-c3ccccc3)n2)nnc1SCC(=O)Nc1ccc(C(C)=O)cc1	-8	100	4	101	4	5	-10	20	-1
O=C(O)CC12CC3CC(C1)CC(n1ncc(NCc4ccccc4)c(Cl)c1=O)(C3)C2	15	103	-1	106	-4	6	-9	8	11
Cc1cc(C)nc(N2CCCC(C(=O)NCC(c3ccccc3)c3ccccc3)C2)n1 (stereo unspecified)	19	102	-2	91	7	3	-10	-63	2
CS(=O)(=O)c1ccc2nc(NC(=O)Nc3ccccc3F)sc2c1	4	105	-14	103	-1	2	-1	28	0
CCc1nnc(NC(=O)c2nc(S(=O)(=O)Cc3ccccc3)ncc2Cl)s1	19	107	-19	103	2	1	-23	0	8
CNC(=O)CCc1nc(-c2ccc(C(C)(C)C)cc2)no1	1	93	3	88	2	-4	1	5	-2
Cc1ccc(C(=O)Nn2cnc3ccccc3c2=O)cc1C	-3	104	-1	104	3	9	-2	3	7
CC1=CC(c2ccccc2)n2nc(N3C(=O)C4CC=CCC4C3=O)nc2N1 (stereo unspecified)	26	96	4	98	2	-3	-12	8	7
COCCn1c(SCC(=O)c2c(-c3ccccc3)n(C)c3ccccc23)nnc1-c1ccncc1	13	102	8	102	-1	22	-6	22	-5
COc1ccc(Cl)cc1N1C(=O)C2CCCN2C1c1ccccc1F (stereo unspecified)	-3	97	-2	96	1	2	3	9	3
CCN(C(=O)c1cc(Cl)ccc1OC)c1ccccc1	12	97	-2	97	7	-2	-10	-8	1
CCCCn1c(-c2ccccc2)nc2c(=O)n(C)c(=O)[nH]c21	32	101	12	98	4	1	-7	16	1
CCCCN(NC(C)=O)c1nc(Cl)nc(NC(C)C)n1	10	101	-14	101	6	2	-7	16	5
Cc1ccccc1NC(=O)CNC(=O)c1ccc(C(F)(F)F)cc1	9	102	-7	102	4	-1	-10	32	3
COc1ccc(N2CCOCC2)c(NC(=O)COc2cccc(C)c2C)c1	-21	97	4	99	-4	3	4	5	3
CCOC(=O)c1c(-c2cccs2)csc1NC(=O)CN1CC(C)OC(C)C1 (stereo unspecified)	-20	106	-2	107	3	3	4	1	7
N=c1c(C(=O)NC2CCCCC2)cc2c(=O)n3ccccc3nc2n1Cc1ccco1	38	99	-14	100	-2	0	-12	2	4
CC1(C)CC(=O)c2ccc(OCc3ccc([N+](=O)[O-])cc3)cc2O1	-2	98	0	102	nt	-12	2	12	-4
CC(/C=C1\SC(=S)N(CC(=O)N2CCN(c3ccccc3)CC2)C1=O)=C\c1ccccc1	17	92	1	93	7	-2	-11	10	6
Cn1cc(S(=O)(=O)NC(c2ccccc2)c2ccccc2)c(=O)n(C)c1=O	8	111	1	105	-2	1	-6	nt	-3
